SRC3 TRFRET art – flags TR-FRET format artefacts in PPARgamma SRC-3 recruitment agonist screen. TR-FRET ratio at 8 µM. AID 1048. 99,000 compounds, 0.39% hits. TR-FRET artefact counter-screen, PPARgamma/SRC-3 format; hits give high values; in the data active = TR-FRET ratio above about 2000; also: inactives centre near 1600; reference of the scale not given here
SRC1 TRFRET art – TR-FRET artefact, counter-screen to PPARgamma/SRC-1 agonist assay; TR-FRET detection artefact counter-screen, emission ratio; hits give high values; TR-FRET ratio at 8 µM; 99,000 compounds, 0.34% hits; AID 1051; in the data active = TR-FRET ratio above about 2300; also: inactives centre near 1800; reference of the scale not given here
An asterisk follows results filed as active.

SMILES	SRC3 TRFRET art	SRC1 TRFRET art
COc1ccc(C2CC(=O)OC3=C2C(=O)CC(C)(C)C3)c(OC)c1 (centres undefined)	1261	1740
NC(=O)COC(=O)c1ccccc1OCc1ccc(Cl)cc1	1575	1752
COc1ccc(-c2nnc(SCC(=O)N3CCCCC3)o2)cc1OC	1511	1998
CC(=O)c1cccc(CN2CCC(CO)(Cc3ccccc3)CC2)c1	1524	1591
CCOc1ccc(CN(C)CC(=O)NCc2ccccc2Cl)cc1	1554	1654
CC(C)Sc1ncc(S(=O)(=O)c2ccccc2)c(=O)[nH]1	1660	1800
C/C(=N\S(=O)(=O)c1ccc(C)cc1)NC(=S)Nc1ccc(C)cc1	1313	1693
CC(C)(C)c1ccc(OCCNC(=O)Cc2ccc(F)cc2)cc1	1587	1818
COC(=O)CSC(=S)N1CCCC(C)C1 (centres undefined)	1343	1664
CCOC(=O)c1nn(-c2ccc3c(c2)OCCO3)cc1O	1375	1706
O=S(=O)(c1ccc(OCC(O)CNCc2ccco2)c(Cl)c1)N1CCOCC1 (centres undefined)	1638	2039
CCn1c(/N=C/c2ccccc2NS(=O)(=O)c2ccc(C)cc2)nc2ccccc21	1398	1646
Cc1nnc(SCc2nc3ccccc3s2)n1-c1ccccc1	1457	1698
O=C(NNC(=O)c1sccc1-n1cccc1)c1cccs1	1393	1600
CCC/C=N/NC(=O)C1COc2ccccc2O1 (centres undefined)	1673	1772
Cc1ccc(-c2c[n+](CC(=O)Nc3cc(=O)n(C)c(=O)n3C)c3n2CCC3)cc1	1718	1909
CS(=O)(=O)N1N=C(c2ccco2)CC1c1ccc(Cl)cc1 (centres undefined)	1635	1960
NS(=O)(=O)c1ccc(NC(=S)NC(=O)c2cccc(Br)c2)cc1	1510	1869
O=C(NC1CCCCC1)C(=S)NCc1ccccc1	1479	1716
Cn1c(Cn2c(=O)sc3ccccc32)nnc1SCC(=O)N1CCCC1	1542	1711
COC(=O)c1ccc(CSc2nc3ccc(S(=O)(=O)N4CCOCC4)cc3[nH]2)cc1	1505	1571
CCN(CC)S(=O)(=O)c1ccc(C(=O)OCC(=O)NCCN2C(=O)CSC2=O)cc1	1741	1940
COC(=O)N1[C@H](Cc2ccccc2)C=C[C@]1(C)C(=O)O	1399	1405
COc1ccccc1CNc1ccc(CNc2ncn[nH]2)cc1	1691	1866
COc1cccc2sc(N(CCCN(C)C)C(=O)C(c3ccccc3)c3ccccc3)nc12	1501	1774
CC(C)(C)NS(=O)(=O)c1ccc(OCC(=O)Nc2ccc3c(c2)OCCO3)cc1	1834	1944
O=C(NCc1ccccn1)c1ccc(CNS(=O)(=O)c2cccc(Cl)c2)cc1	1422	1659
COc1ccc(S(=O)(=O)N2CCN(C(=O)NC3CCCCC3)CC2)cc1	1680	1797
O=C1c2cccc([N+](=O)[O-])c2C(=O)N1c1cccnc1	1820	2193
COc1ccccc1/C=N/NC(=O)COCC(=O)N/N=C/c1ccccc1OC	1999	2000
COc1ccc(N2CCN(CC(O)COC(C)(C)C)CC2)cc1 (centres undefined)	1514	1702
CCCn1c(C)cc(C(=O)COc2ccc(C)nc2[N+](=O)[O-])c1C	1646	1915
CCc1cccc(N(CC(=O)NCc2ccc(F)cc2)C(=O)c2csnn2)c1	1742	1808
COc1ccc(C(C)=O)cc1CSc1nnc(Nc2ccccc2C)s1	1673	1778
CC(C)CCN1CCN(Cc2nc3ccccc3s2)CC1CCO (centres undefined)	1492	1575
CCOC(=O)C1(CC2CCCCO2)CCN(Cc2ccccc2-c2ccco2)CC1 (centres undefined)	1598	1820
COC(=O)C(C#N)c1nc2ccccc2nc1N1CCCC1 (centres undefined)	1558	1715
O=C(O)CC1S/C(=N\N=C/c2ccccc2O)N(c2ccc(O)cc2)C1=O (centres undefined)	1643	1687
COc1cc(N=C2C(=O)N3CCCc4cccc2c43)cc(OC)c1	1655	1812
CC(C(=O)O)N1C(=O)/C(=C/c2cccn2C)SC1=S (centres undefined)	1769	1952
COc1ccc(NC(=S)N2CCN(Cc3ccco3)CC2)c(OC)c1	1410	1723
Cc1cccc(C(C)C)c1NC(=O)C1CN(S(=O)(=O)c2ccccc2)CCN1S(=O)(=O)c1ccccc1 (centres undefined)	1665	1726
Cn1c(=O)c2c(nc(N3CCc4ccccc4C3)n2C)n(C)c1=O	1434	1733
O=C(N/N=C\c1cccc(Cl)c1)c1n[nH]c2c1CCCC2	1383	1893
COc1cc(/C=C(\C#N)C(=O)N2CCOCC2)ccc1OCc1ccccc1	1488	1886
CCOC(=O)c1sc(NC(=O)CC)nc1C	1625	1859
CCOC(=O)c1c(C)n(C)c2ccc(OC)c([N+](=O)[O-])c12	1656	1836
CCOCC(=O)Nc1ccc(C(=O)Nc2ccccc2Cl)cc1	1623	1467
NC(=O)NC(=O)COC(=O)c1ccccc1Oc1ccccc1	1322	1757
COc1cccc(C(c2nnnn2Cc2ccco2)N2CCN(Cc3ccccc3)CC2)c1OC (centres undefined)	1604	1869
COc1ccccc1OCCOCCOc1c(C)cc(C)cc1Br	1794	1708
N#Cc1ccc(OCC(=O)OCC(=O)NCCC2=CCCCC2)cc1	1565	1538
CCC1=NN2C(=N)/C(=C\c3cccn3-c3ccc(C)c(C)c3)C(=O)N=C2S1	1574	2045
Cc1cc(NS(=O)(=O)c2ccc(Nc3nc(-c4ccc(C)c(C)c4)cs3)cc2)no1	1556	1986
CN1CCc2c(c3c(n2C)CCN(C)[C@@H]3c2cccnc2)[C@H]1c1cccnc1	1516	1826
Cc1ccc(CC(=O)O/N=C(\N)Cc2ccc([N+](=O)[O-])cc2)cc1	1702	1747
O=C(NC1CC1)C1=C[C@@H](c2ccc(Br)cc2)C[C@@H](OCCCCO)O1	1688	1742
O=C(c1cccc([N+](=O)[O-])c1)N1CCCN(C(=O)c2cccc([N+](=O)[O-])c2)CC1	1368	1679
NC(=O)C1CCN(CC(=O)N2N=CCC2c2ccccc2)CC1 (centres undefined)	1646	1863
CC(CN1C(C)CCCC1C)OC(=O)c1ccc(Cl)cc1 (centres undefined)	1347	1677

Single records (already shown). Screens in order: SRC3 TRFRET art | SRC1 TRFRET art
Listed for CC(CN1C(C)CCCC1C)OC(=O)c1ccc(Cl)cc1 (centres undefined) → 1347 | 1677
Listed for COc1cccc(C(c2nnnn2Cc2ccco2)N2CCN(Cc3ccccc3)CC2)c1OC (centres undefined) → 1604 | 1869
Listed for CCOC(=O)c1sc(NC(=O)CC)nc1C → 1625 | 1859
Listed for CCOCC(=O)Nc1ccc(C(=O)Nc2ccccc2Cl)cc1 → 1623 | 1467

Next section.
SMILES	SRC3 TRFRET art	SRC1 TRFRET art
CNC(=O)c1[nH]cnc1C(=O)N[C@@H](CCCCNC(=O)OC(C)(C)C)C(=O)OC(C)(C)C	1589	1713
CCCCC(=O)N/N=C/c1sccc1C	1736	2023
CC(C)Cn1c(=O)c(-[n+]2ccccc2)c([O-])c2ccccc21	1594	1758
Cc1cccc(OCC(=O)O/N=C(\N)Cc2ccc([N+](=O)[O-])cc2)c1	1692	1755
CCCOc1ccc(/C=N/NC(=O)C(=O)Nc2ccccn2)cc1	1544	1774
O=C(N/N=C/C=C/c1ccccc1[N+](=O)[O-])c1cccnc1	1617	2051
CCOC(=O)/C(=N\Nc1ccc(Cl)cc1)Sc1nnc(-c2ccc(OC)cc2)n1C	1576	2118
CCOC(=O)C1(Cc2ccc(OC)cc2)CCN(C(=O)c2cncs2)CC1	1368	1812
COc1cc(NC(=O)COC(C)=O)c(C)cc1[N+](=O)[O-]	1483	1544
COc1ccccc1OCCn1cc(/C=N/NC(N)=S)c2ccccc21	1599	1679
N=c1c(S(=O)(=O)c2ccc(Cl)cc2)cc2c(=O)n3ccccc3nc2n1CCN1CCOCC1	1590	1613
O=C(NCCCN1CCOCC1)c1cc(Cl)ccc1[N+](=O)[O-]	1741	1663
COC(=O)c1ccc(C(=O)OC)c(NC(=O)C2CC2)c1	1642	2021
CN1CCN(C(=O)c2cn(-c3ccccc3)nc2-c2cccs2)CC1	1751	1967
O=C(NCC1CCCO1)C(c1ccncc1)N(Cc1cccs1)C(=O)Cn1nnc(-c2ccc(F)cc2)n1 (centres undefined)	1637	1609
C[N+]1(CCC(=O)c2ccccc2)CCCCC1	1563	1879
COc1ccc2c(CC(=O)Nc3nc(C)cs3)coc2c1	1751	1779
CC(C)c1c(O)nc(SCc2ccccc2)[nH]c1=O	1569	1851
O=C(N/N=C/c1cc(Br)ccc1O)c1cccc(N2CCCC2=O)c1	1540	1881
Cc1ccc(CSCCNC(=O)CN(c2cc(C)ccc2C)S(C)(=O)=O)cc1	1559	1592
NC(=O)c1cc2ccccc2o/c1=N\NC(=O)c1ccco1	1610	1719
COc1ccc(N(CC(=O)N/N=C/c2ccc3c(c2)OCO3)S(=O)(=O)c2ccc(NC(C)=O)cc2)cc1	1355	1527
Cc1cc(C)cc(N(CC(=O)NC2CCC(C)CC2)S(=O)(=O)c2c(C)noc2C)c1 (centres undefined)	1733	2077
Cc1ccc(-n2cccc2/C=C2\C(=N)N3N=C(C(C)C)SC3=NC2=O)cc1	1520	1850
Cc1ccc(C(=O)N2CCN(C)CC2)cc1S(=O)(=O)N1CCCCC1	1621	1747
Cc1cc(N)n(-c2ccc(Oc3ccccc3)c(S(=O)(=O)O)c2)n1	1600	1762
CCOC(=O)/C(C)=C1\NC(C)(C)Cc2ccccc21	1517	1689
O=C(NCC(=O)N(CC1CCCO1)C(C(=O)NC1CCCCC1)c1ccccc1)c1ccco1 (centres undefined)	1533	1787
OC(CCN1CCCCC1)(c1ccccc1)C1CCCCC1 (centres undefined)	1536	1744
CCN(CCCNC(=O)C1CCN(S(=O)(=O)c2cccc3nonc23)CC1)Cc1ccccc1	1792	2233
O=C(N/N=C1/CC2C=CCC12)c1ccc(Br)o1 (centres undefined)	1351	1568
CS(=O)(=O)N1CCC(C(=O)NCc2ccc3c(c2)OCO3)CC1	1608	1907
CCOc1cc2c(cc1/C=C(/C#N)c1ccc(C(=O)O)cc1)OCO2	1481	1751
CCOC(=O)C1CCN(Cc2c(O)c3ccccc3oc2=O)CC1	1658	1803
CN(C)c1nc(NCc2ccccc2)nc(N/N=C/c2ccc(Br)cc2)n1	1483	1444
COc1cc(/C=C(/C#N)C(=O)Nc2ccc(C)cc2)ccc1Oc1nc(Cl)ncc1F	1697	1770
COc1ccccc1N1CCN(C(=O)c2cc(-c3cccs3)on2)CC1	1416	1663
Cc1cc(C(=O)NCc2cccs2)ccc1[N+](=O)[O-]	1720	1876
CC(C)C(NC(=O)c1ccccc1)C(=O)OCc1cc([N+](=O)[O-])cc2c1OCOC2 (centres undefined)	1520	1761
COc1cc(/C=C/c2ccc(O)cc2)cc(OC)c1	1538	1751
O=C(NCc1cccnc1)C(=O)NCC(c1ccco1)N1CCN(c2ccccc2F)CC1 (centres undefined)	1601	2032
CCOC(=O)N1CCN(C(=O)Cc2c(C(=O)O)n(C)c3ccccc23)CC1	1599	1856
CCCSc1nc(O)c(C(c2ccc(OC)c(O)c2)c2c(O)nc(SCCC)n(C)c2=O)c(=O)n1C	1464	1466
CCc1ccc(C(=O)NC(=S)Nc2ccc(N3CCOCC3)cc2)cc1	1613	1819
COc1ccc(/C=N/NC(=O)c2ccc(F)cc2)cc1CN1CCc2cc(OC)c(OC)cc2C1C (centres undefined)	1523	1688
S=C(NCc1ccc(Cl)cc1)Nc1ccccc1	1856	1842
Cc1ccc(CSc2ncnc3ccccc23)cc1	1725	2018
NC(=O)C1CCN(C(=O)c2ccc3c(=O)n(Cc4ccco4)c(SCC(=O)c4ccccc4)nc3c2)CC1	1563	1582
Cc1cc(-c2ccccc2)nc(N(C)C)c1S(C)(=O)=O	1551	1842
Cc1cccc(C)c1NCc1nnc(SCC(=O)Nc2nc(-c3ccccc3)cs2)n1-c1ccccc1	1632	1858
COCCNC(=O)CSc1nc2cc(OC)c(OC)cc2c(=O)n1CCc1ccc(S(N)(=O)=O)cc1	1759	1921
Cc1cc2cc(CNC(=S)Nc3ccc(OC(F)F)cc3)ccc2[nH]1	1579	1710
C=CCNC(=O)c1c(C(F)(F)F)nn(C)c1Cl	1651	2039
C[C@@H]1C(=O)O[C@@H]2CC34[C@H]5C[C@@H](C(C)(C)C)C36[C@H](OC(=O)[C@@H]6O)OC4(C(=O)O5)[C@@]12O (some centres undefined)	1548	1736
Cc1nccn1S(=O)(=O)c1cc([N+](=O)[O-])ccc1Cl	1567	1701
COc1ccc(OC)c(C2C(C(C)=O)=C(O)C(=O)N2c2ccc(F)cc2)c1 (centres undefined)	1639	1928
Brc1ccc(CSc2nnc3ccccn23)cc1	1584	1864
CN(C(=O)c1cccs1)c1ccc(OCC(=O)N2CCC(C(N)=O)CC2)cc1	1525	1709
COc1cccc(OCCOCCOc2ccc(C)cc2[N+](=O)[O-])c1	1464	2035
CN(C)CCN(C(=O)c1cccc(Cl)c1)c1nc2c(Cl)cccc2s1	1455	1703

Gathered by group: the entries above containing bromine (seven)
SMILES	SRC3 TRFRET art	SRC1 TRFRET art
NS(=O)(=O)c1ccc(NC(=S)NC(=O)c2cccc(Br)c2)cc1	1510	1869
COc1ccccc1OCCOCCOc1c(C)cc(C)cc1Br	1794	1708
O=C(NC1CC1)C1=C[C@@H](c2ccc(Br)cc2)C[C@@H](OCCCCO)O1	1688	1742
O=C(N/N=C/c1cc(Br)ccc1O)c1cccc(N2CCCC2=O)c1	1540	1881
O=C(N/N=C1/CC2C=CCC12)c1ccc(Br)o1 (centres undefined)	1351	1568
CN(C)c1nc(NCc2ccccc2)nc(N/N=C/c2ccc(Br)cc2)n1	1483	1444
Brc1ccc(CSc2nnc3ccccn23)cc1	1584	1864

Screening data from PubChem BioAssay.

An excerpt (hit frequency here may not be typical).
